Screens (PubChem BioAssay)
HIV fusion peptide = inhibitors of HIV fusion peptide binding, primary screen, biochemical, uHTS, fluorescence dequenching (AID 1986). cell-free peptide binding, fluorescence dequenching, 30 min; higher % means a stronger effect. one-dose inhibition, % at 20 µM; IC50 in µM for titrated hits. 290,000 tested, 0.3% active; in the data active = inhibition mostly above about 52%, no sharp cut-off; inactive = mostly below about 76%; also: some results filed as inactive read as strong as hits
KOR beta-arrestin-1 = KOR antagonists, beta-arrestin recruitment, cell-based, luminescence, uHTS (AID 1778). Kappa-type opioid receptor (Homo sapiens). KOR beta-arrestin recruitment, luminescence, antagonist mode; higher % means a stronger effect. inhibition, % at 10 µM, or IC50 in µM where a hit was titrated. 290,000 tested, 0.091% active; also: strong numbers were not always called active
KOR beta-arrestin-2 = KOR agonists, beta-arrestin recruitment, primary screen, cell-based, luminescence, uHTS (AID 1777); Kappa-type opioid receptor (Homo sapiens); KOR beta-arrestin recruitment, luminescence; higher % means a stronger effect; one-dose activation, % at 10 µM; EC50 in µM for titrated hits; 280,000 tested, 0.02% active; in the data active = activation above about 50%, passing the limit was not always enough; also: a part of the inactive calls stands beside numbers as strong as those of hits
NOD1 inhibition = NOD1 signaling inhibitors, primary screen, cell-based, luminescence, uHTS (AID 1578); inhibition, % at 4 µM; hits with a dose series show EC50 in µM; 290,000 tested, 1% active; NOD1-driven NF-kB luciferase reporter cells, luminescence; higher % means a stronger effect; in the data active = inhibition mostly above about 36%, no sharp cut-off; inactive = mostly below about 34%;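 also: HEK-293T reporter cells stimulated with the NOD1 agonist gamma-tri-DAP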
Yfh1-depleted yeast = enhancers of respiration in Yfh1-depleted yeast, dose response, Friedreich's ataxia, plus single-dose screen (AID 1465) | S. cerevisiae Yfh1-off respiration, WST-1 reduction, 72 h; higher fold induction means a stronger effect | one-dose fold induction at 50 µM; EC50 in µM for titrated hits | 220,000 tested, 0.074% active;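 active = fold induction of absorbance versus untreated yeast above a set limit, then at least 30% activation at any dose in follow-up; inconclusive = repeats straddling the limit, or above it without dose testing; inactive = fold induction below the set limit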;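 also: activators that raise dye reduction in frataxin-depleted yeast; strong numbers were not always called active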
NS5 inhibitors = Dengue-2 NS5 methyltransferase inhibitors, primary screen, biochemical, confirmation dose response (AID 588689) | Dengue-2 NS5 methyltransferase capping enzyme assay, biochemical; higher % means a stronger effect | Genome polyprotein (Dengue virus type 2 (strain 16681-PDK53)) | inhibition, % at 25 µM; hits with a dose series show IC50 in µM | 340,000 tested, 0.3% active; in the data active = a potency from the dose series; inconclusive = inhibition above about 29% without an active follow-up result
AID2073 = inhibitors of Mint1-CaV2.2 protein interaction, biochemical, HTRF (AID 2073); Voltage-dependent N-type calcium channel subunit alpha-1B (Homo sapiens); HTRF protein-protein interaction, Mint1-CaV2.2; higher % means a stronger effect; inhibition, % at 20 µM; hits with a dose series show IC50 in µM; 290,000 tested, 0.19% active; in the data active = inhibition mostly above about 51%, no sharp cut-off; inconclusive = no clear call, values can overlap the other calls; inactive = mostly below about 53%; also: some results filed as inactive read as strong as hits
NOD2 inhibition = NOD2 signaling inhibitors, cell-based, luminescence, uHTS, HEK293 (AID 1566) | 290,000 tested, 0.63% active | HEK293 NOD2/NF-kB luciferase reporter, luminescence; higher % means a stronger effect | inhibition, % at 4 µM; hits with a dose series show EC50 in µM; also: many of its hits are not listed in these tables
West Nile virus CPE = West Nile virus antiviral activity, cell-based, CPE readout (AID 1621); one-dose CPE inhibition, % at 10 µM; IC50 in µM for titrated hits; West Nile virus-infected cells, CPE inhibition; higher % means a stronger effect; 290,000 tested, 0.02% active; in the data active = a potency from the dose series; inconclusive = CPE inhibition mostly from about 3.7% at the one dose, without a potency; inactive = the rest, 99 in 100 with CPE inhibition below about 2.2%; also: strong numbers were not always called active
The depositor's hits bear a star; i = inactive; ? = inconclusive; . = not tested or not shown; [ ] = another dose, or the depositor's remark. Rule as the data show it, unless noted: active = inhibition above about 50%; inactive = the rest. An excerpt; count on the stated rates, not on these rows.

Results follow in this order: HIV fusion peptide | KOR beta-arrestin-1 | KOR beta-arrestin-2 | NOD1 inhibition | Yfh1-depleted yeast | NS5 inhibitors | AID2073 | NOD2 inhibition | West Nile virus CPE
CCc1nn(CC(=O)N2CCN(c3ccc(OC)cc3)CC2)c(=O)c2cc3occc3n12
  -0.7% | -20% | 2.1% | -14% | . | -5% | 7% | 14% | -0.4%
CCOc1ccc(-n2cc(C(=O)c3cc(Cl)ccc3O)cc(C#N)c2=O)cc1
  9.3% | 19% | -2.5% | -6% | i | -18% | ? | 15% | -0.9%
Nc1nc(NCCc2ccccc2)nc(NCCO)c1[N+](=O)[O-]
  -0.9% | 5% | -0.6% | -2% | . | -2% | 7% | 24% | 2.0%
COC(=O)CN(c1cccc(C(C)=O)c1)S(C)(=O)=O
  1.7% | 28% | -1.6% | -22% | i | -6% | 6% | -5% | 0.3%
COc1cccc(CNC(=O)c2cc3ccccn3n2)c1
  4.4% | -5% | -4.7% | -21% | i | -1% | 11% | -2% | 0.0%
CC(=O)c1c(C(C)=O)c(C)n(NC(=O)c2ccccc2Cl)c1C
  -0.7% | -5% | -4.4% | -2% | i | -5% | -2% | -2% | -0.1%
O=C(NCc1ccccc1Cl)C(=O)NCC1OCCN1S(=O)(=O)c1cccs1 (configuration not stated)
  -0.5% | 14% | -1.3% | -48% | i | -12% | 16% | 4% | -1.4%
CCOC(=O)C1=C(C)NC(=S)NC1c1ccc(-c2cccc(Cl)c2C)o1 (configuration not stated)
  2.6% | -133% | 10% | 11% | i | -11% | -44% | 1% | 0.6%
O=c1ccnc(Nc2ccc3c(c2)OCCO3)[nH]1
  -3.1% | 15% | 1.4% | -7% | i | . | -17% | 8% | 0.5%
CC(C)(C)N(CC#CCC1(O)c2ccccc2-c2ccccc21)CCO
  0.0% | -52%[20 µM] | . | -18% | i | 3% | -7% | 18% | -0.4%
CC(=O)O[C@H]1CC[C@H]2[C@@H]3CCc4cc(O)ccc4[C@H]3CC[C@]12C
  1.5% | -60% | 9.7% | 11% | i | -1% | -6% | -4% | 0.5%
Cc1csc(Nc2ccccc2)n1
  3.0% | -8% | -1.4% | -58% | i | 2% | -6% | -17% | 0.7%
COc1ccc(Cl)c(Cn2c(NCc3ccccn3)nc3c2c(=O)n(C)c(=O)n3C)c1
  -1.1% | 26% | -3.3% | -16% | i | -2% | 0% | 0% | 0.3%
Cc1ccc(-n2ncc3c2CCCC3NC(=O)CCCN2CCCC2=O)cc1C (configuration not stated)
  0.9% | -19% | -3.0% | -5% | . | -2% | 7% | -3% | -1.5%
CCC1SC2=NC(C)=C(C(=O)OCCOC)C(/C=C/c3ccccc3OC)N2C1=O (configuration not stated)
  0.4% | -24% | 4.5% | 26% | i | -9% | -8% | 2% | -1.1%
CCN(C(C)=O)c1cccc2ccccc12
  0.4% | 3% | -3.9% | -21% | i | -5% | -4% | 9% | 0.1%
CCOC(=O)c1ccc(NS(=O)(=O)N2CCCCCC2)cc1
  -2.2% | -81% | -7.0% | 2% | i | -1% | -2% | -9% | -0.1%
C(=N\Nc1nn[nH]n1)/c1ccccc1
  -2.7% | 10% | -4.6% | -10% | i | -6% | -7% | 16% | 0.0%
O=c1ccc2cc(S(=O)(=O)N3CCN(c4ccccc4F)CC3)ccc2o1
  0.6% | -16% | -1.8% | -16% | . | -10% | 16% | 20% | -0.6%
COc1ccc(CN(C(=O)CO/N=C/c2ccccc2)c2ccccc2C(=O)O)cc1
  6.6% | -8% | 1.7% | -31% | i | -5% | 28% | 6% | 0.4%

Some of these compounds in order of length of the SMILES, smallest number first.
Results follow in this order: HIV fusion peptide | KOR beta-arrestin-1 | KOR beta-arrestin-2 | NOD1 inhibition | Yfh1-depleted yeast | NS5 inhibitors | AID2073 | NOD2 inhibition | West Nile virus CPE
C(=N\Nc1nn[nH]n1)/c1ccccc1
  -2.7% | 10% | -4.6% | -10% | i | -6% | -7% | 16% | 0.0%
Cc1ccc(-n2ncc3c2CCCC3NC(=O)CCCN2CCCC2=O)cc1C (configuration not stated)
  0.9% | -19% | -3.0% | -5% | . | -2% | 7% | -3% | -1.5%
CC(=O)O[C@H]1CC[C@H]2[C@@H]3CCc4cc(O)ccc4[C@H]3CC[C@]12C
  1.5% | -60% | 9.7% | 11% | i | -1% | -6% | -4% | 0.5%

Later entries:
Results follow in this order: HIV fusion peptide | KOR beta-arrestin-1 | KOR beta-arrestin-2 | NOD1 inhibition | Yfh1-depleted yeast | NS5 inhibitors | AID2073 | NOD2 inhibition | West Nile virus CPE
CCOc1ccc(CC2CCC(=O)NC2=O)cc1 (configuration not stated)
  3.6% | 8% | 0.7% | -7% | i | -3% | 1% | 7% | 0.0%
Cc1nc2ccc(C(=O)N3CCN(Cc4ccccc4)CC3)cc2[nH]1
  0.6% | 40% | -5.5% | -19% | . | 1% | 5% | -9% | 1.4%
Cc1cc(=O)[nH]c(SCCOc2ccc3c(c2)CCC3)n1
  1.4% | -39% | 10% | -32% | i | -2% | 1% | -70% | -1.3%
O=C(CSc1nncn1-c1ccccc1)Nc1cc(F)ccc1F
  1.3% | -17% | -4.9% | -35% | . | -9% | -2% | -8% | -0.3%
CC(=O)c1ccc(NC(=O)CN2CCC(C(=O)c3ccc(F)cc3)CC2)cc1
  1.4% | -23% | 0.4% | -18% | . | -9% | 2% | 8% | 0.5%
CC(C)(C)c1cc(C(=O)NCc2cc(F)cc3c2OCOC3)n(Cc2ccccc2)n1
  -0.7% | 6% | 3.7% | -9% | i | 2% | 4% | -26% | -0.3%
CCOc1ccc(C(=O)Nc2cc(NC(=O)c3ccc(OCC)c(Cl)c3)cc(C(=O)O)c2)cc1Cl
  58% | -29%[20 µM] | -5.2% | -38% | i | 1% | 20% | 1% | -0.7%
CC(C(=O)Nc1cccc(S(=O)(=O)N2CCOCC2)c1)N1CCN(C)CC1 (configuration not stated)
  -1.4% | -11% | 5.7% | -6% | . | 0% | 9% | 8% | -0.2%
O=C(NCc1ccccc1)C(c1ccco1)N(C(=O)c1ccccn1)c1ccccc1 (configuration not stated)
  1.8% | 4% | 4.4% | -2% | . | -3% | -2% | 21% | -0.4%
COc1ccccc1CN(C)C(=O)c1sccc1-c1ccccc1
  0.2% | 9% | 3.7% | 17% | . | 3% | 13% | -10% | -1.0%
CCCC(c1nnnn1C(C)(C)C)N1CCN(Cc2ccccc2)CC1 (configuration not stated)
  -0.2% | -4%[20 µM] | . | -24% | i | 0% | 13% | 0% | -1.1%
CNS(=O)(=O)c1ccc(C)c(S(=O)(=O)NC)c1
  2.6% | -11% | 2.3% | -23% | i | 4% | 10% | -11% | 1.1%
O=C(ON=C1CCN(S(=O)(=O)c2ccccc2)CC1)c1ccc(Cl)cc1
  -2.4% | -19% | -5.8% | -37% | i | -5% | 13% | 10% | 0.4%
Cc1cccc(C)c1OCC(=O)NCc1ccccc1
  -1.6% | -48% | 0.4% | -11% | . | -3% | -10% | -59% | -0.1%
COc1ccccc1S(=O)(=O)CC(O)COc1ccc(C#N)cc1 (configuration not stated)
  1.2% | -20%[20 µM] | 1.3% | -9% | i | -12% | -1% | 18% | -0.6%
CCCSC1=C(C#N)C(c2ccccc2C)C(C(=O)OC)C(=O)N1 (configuration not stated)
  -3.0% | 25% | 0.9% | 1% | i | 0% | 31% | -8% | 0.7%
O=C(COC(=O)[C@H](Cc1ccccc1)NC(=O)c1cccs1)NC1CCCCC1
  -1.8% | 0% | -1.2% | 4% | i | -4% | 0% | 9% | -0.1%
Cc1cc(C(=O)NC2CCCc3c2cnn3-c2cc(F)cc(F)c2)nn1C (configuration not stated)
  -0.7% | -4% | 4.9% | -27% | . | -3% | 4% | 6% | 0.1%
O=[N+]([O-])c1ccc(N2CCN(C(=S)Nc3ccc(F)cc3)CC2)cc1
  1.2% | -37% | 5.6% | 11% | i | -8% | -11% | 11% | -0.5%
CCOC(=O)c1nnc(-c2ccccc2)nc1N1CC(C)OC(C)C1 (configuration not stated)
  -1.1% | -63%[20 µM] | 2.6% | -22% | i | 10% | -16% | -15% | -0.7%
CC(C)N1CCN(Cc2ccc(Oc3ncccn3)cc2)CC1CCO (configuration not stated)
  1.5% | -10%[20 µM] | . | -29% | i | 6% | 4% | 10% | 0.5%
O=C(Cc1c[nH]c2ccccc12)Nc1nccs1
  0.9% | -1% | -0.3% | -18% | i | -3% | 16% | -6% | -0.6%
O=C(NC(C(=O)N/N=C/c1cccnc1)c1n[nH]c(=O)c2ccccc12)c1ccccc1 (configuration not stated)
  -1.9% | 7% | 4.9% | -10% | i | 4% | -6% | 8% | 0.1%
COC(=O)c1ccc(COn2nnc3ccccc32)cc1
  -0.1% | -24% | 3.4% | -39% | i | -8% | 4% | -98% | -0.2%
O=C(OCC(=O)c1ccc(Cl)cc1Cl)c1ccc2c(c1)C(=O)N(c1cccc3ncccc13)C2=O
  -4.2% | -46% | 6.4% | . | i | 0% | 13% | 7% | 0.4%
CCN(CC(=O)Nc1cccc(OC)c1)C(=O)C1CCN(C(=O)Nc2ccccc2)CC1
  1.1% | -8% | -5.0% | -12% | i | 1% | 5% | -3% | -0.7%
Cc1cc(C)c(NC(=O)CCCN2CCCC2)c(C)c1
  0.4% | -9% | -3.1% | -43% | . | -4% | 9% | 14% | -0.6%
COc1cc(Cl)ccc1OCc1cc(C(=O)NC(C)Cc2cnccn2)no1 (configuration not stated)
  -0.6% | 8% | -0.8% | -67% | . | -7% | 11% | -62% | 1.1%
O=C(N/N=C/c1sc2ccccc2c1O)c1ccccc1
  95%* | -51% | -8.3% | 34% | i | 25% | 8% | 6% | ?
CCN1C(=O)c2ccccc2Sc2ccc(C(=O)NCCCN3CCCCC3)cc21
  1.1% | -11% | -3.0% | 2% | . | -3% | 2% | 24% | 0.3%
COCCNC(=O)C1CCC(CNS(=O)(=O)c2ccc(F)cc2)CC1 (configuration not stated)
  0.7% | -40% | 0.5% | -16% | . | -4% | 15% | -4% | 0.1%
CCCCOCCCn1cnc2c([nH]c3cc(OC)ccc32)c1=O
  0.4% | -3% | -4.9% | -1% | i | -1% | 0% | -11% | -0.1%
COC(=O)C(C)(C)ONC(=O)Nc1ccc(Br)cc1
  1.1% | 6% | -2.0% | -18% | i | -5% | -2% | 12% | -0.6%
COc1cc(O)ccc1C=O
  -0.4% | -9% | -2.4% | 5% | i | -5% | 2% | 19% | 0.3%
CCNC(=O)CC1C(=O)N(c2ccc(F)cc2)C(=O)N1CCC(C)C (configuration not stated)
  3.8% | -8% | 3.5% | . | i | -4% | 2% | 16% | 0.3%
CC(=O)c1ccc(NC(=O)CSc2nnc(NC(=O)c3ccco3)s2)cc1
  0.9% | 11% | 0.1% | -1% | . | -1% | 17% | -37% | -0.6%
COP(=O)(OC)C(Nc1ccc(Cl)cc1)c1ccccc1 (configuration not stated)
  0.2% | 8%[20 µM] | -5.0% | -7% | . | . | 1% | 1% | -0.5%
O=c1cc(COc2ccc(Cl)c(Cl)c2)nc2sccn12
  0.6% | 20% | 1.8% | -5% | i | -6% | 42% | -49% | -0.7%
CCC(C(=O)N1CCN(S(C)(=O)=O)CC1)c1ccccc1 (configuration not stated)
  0.4% | 9% | -2.0% | -6% | i | -6% | 3% | 12% | -0.6%
